SR-BI DiI inh = blocks mouse SR-BI lipid uptake from DiI-HDL; Q61009; ldlA[mSR-BI] CHO cells, DiI-HDL uptake fluorescence, 3 h; inhibition, % at 12.5 µM; actives 0.96% (n = 320,000);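 active means mean replicate inhibition of at least 70% and a set share of replicates each scoring 70 or more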;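 further: 0% = median of neutral control wells and 100% = median of positive control wells; values of inactives mirror those of a sister screen read the other way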
Target sequence (Q61009 whole entry, looked up): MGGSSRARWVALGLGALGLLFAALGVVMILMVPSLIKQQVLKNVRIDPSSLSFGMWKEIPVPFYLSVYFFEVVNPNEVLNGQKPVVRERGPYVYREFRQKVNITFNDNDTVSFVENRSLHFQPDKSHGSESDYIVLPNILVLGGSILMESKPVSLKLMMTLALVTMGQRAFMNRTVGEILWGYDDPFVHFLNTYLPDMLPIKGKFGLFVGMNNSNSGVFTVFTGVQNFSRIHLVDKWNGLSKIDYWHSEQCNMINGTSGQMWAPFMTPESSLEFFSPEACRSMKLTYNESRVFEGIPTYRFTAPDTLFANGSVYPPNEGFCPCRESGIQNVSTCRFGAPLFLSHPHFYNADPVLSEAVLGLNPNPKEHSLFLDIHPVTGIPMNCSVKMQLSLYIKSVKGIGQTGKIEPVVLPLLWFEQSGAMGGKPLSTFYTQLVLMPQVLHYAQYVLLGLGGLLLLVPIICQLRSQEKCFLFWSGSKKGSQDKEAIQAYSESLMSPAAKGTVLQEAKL
Arrestin-AP2 inh = inhibitors of human beta-arrestin and AP2 interaction; FITC-arrestin peptide / GST-AP2 beads, flow cytometry; AP2 beta2 appendage carries R879A mutation; inhibition, % at 10 µM; actives 0.31% (n = 340,000);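 active means inhibition above a set limit, near 3 SD of compounds lacking own fluorescence, cut at about 54% in these data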;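 further: plate controls were DMSO wells for no effect and 5 µM unlabelled arrestin peptide for full effect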
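Test system: GST-tagged AP2 beta2-adaptin appendage (R879A) on 4 µm glutathione beads; also added: fluorescein-tagged arrestin peptide at 50 nM final; timing: 12 min plus 1 h, RT; signal: flow cytometry, FL1 (488/535 nm); read-out: percent drop in bead-associated FITC signal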
PKA-R2B act = activates the human PKA-R2B holoenzyme complex. P22694+P31323. activation, % at 11.4 µM. actives 0.079% (n = 340,000). PKA-R2B holoenzyme dissociation, Cy5-IP20 fluorescence polarization; R2B truncated from residue 108, S112A mutant; 0% DMSO only, 100% 113 µM cGMP;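 active means activation above a cutoff set at the mean over all compounds plus 3 SD, cut at about 18% in these data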;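 further: higher means more holoenzyme dissociation and a rise in polarization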
PvdQ acylase = blocks Pseudomonas aeruginosa PvdQ acylase activity | actives 0.063% (n = 340,000) | inhibition, % at 10 µM | purified PvdQ acylase, fluorescence plate reader | AID 488965; in the data active means inhibition above about 30%, passing the limit was not always enough;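 further: 0% = vehicle neutral wells and 100% = reference inhibitor wells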
DAGLB inhibitor = diacylglycerol lipase beta (human) inhibition. HEK293T DAGLB membrane lysate, EnzChek fluorogenic substrate. inhibition, % at 5.17 µM. Q8NCG7. actives 0.059% (n = 340,000); in the data active means inhibition above about 34%;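 further: 0% = enzyme with vehicle and 100% = wells lacking enzyme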
LANA DNA inh = inhibitors of KSHV LANA C-terminal domain DNA binding; AID 504423; MBP-C-LANA/FAM-LBS DNA binding, fluorescence polarization; actives 0.078% (n = 340,000); inhibition, % at 9 µM;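 active means highest replicate inhibition at or above 60% at 9 µM, even if other replicates fall short; inactive means all replicates below 60% inhibition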;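 further: 0% = neutral control wells and 100% = 4 µM acridine orange control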
NSD2 inh = blocks human histone methyltransferase NSD2; NSD2 peptide methylation, AlphaScreen, 120 min; inhibition, % at 12.5 µM; actives 0.54% (n = 310,000); in the data active means inhibition above about 50%
SR-BI DiI-HDL act = enhances SR-BI lipid uptake from DiI-HDL | activation, % at 12.5 µM | CHO ldlA[mSR-BI] cells, DiI-HDL uptake fluorescence, 3 h; 100 = double the neutral-control signal | actives 0.096% (n = 320,000);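 active means mean replicate activation of at least 60% and every replicate at or above 60%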;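 further: 0% = median plate neutral-control signal and 100% = twice that signal; values of inactives mirror those of a sister screen read the other way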
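Assay system: LDL receptor-deficient CHO ldlA cells overexpressing murine SR-BI / Medium: BSA-supplemented, HEPES-buffered Ham's F12, pH 7.4 / Probe or stimulus: DiI-labelled HDL at 10 µg/mL final / Timing: compound with DiI-HDL co-incubation, 3 h at 37 °C / Technique: bottom-read cell fluorescence after medium removal, ex 550/em 595 nm / Measure: HDL uptake via cellular fluorescence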
Cardiac RTF inh = cardiac RTF calcium desensitization. P19429+P45379. IANBD-labeled cardiac RTF, Ca2+ fluorescence. inhibition, % at 7.15 µM. actives 0.12% (n = 340,000);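 active means inhibition above the mean inhibition of all tested compounds plus 3 SD, cut at about 17% in these data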;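 further: assay run at fixed EC70 calcium of 1.6 mM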
Keap1-Nrf2 PPI = Keap1-Nrf2 (human) interaction inhibition; Q14145; Keap1 Kelch-Nrf2 peptide fluorescence polarization, 1536-well; inhibition, % at 9.4 µM; actives 0.15% (n = 340,000); AID 504523; in the data active means inhibition above about 12%;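 further: human Keap1 Kelch domain with fluorescein labeled Nrf2 9mer peptide probe; 0% = neutral control wells and 100% = peptide positive control; higher means more block of Keap1 binding to Nrf2 peptide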
Target sequence (Q14145 whole entry, looked up, the tested form may be a part): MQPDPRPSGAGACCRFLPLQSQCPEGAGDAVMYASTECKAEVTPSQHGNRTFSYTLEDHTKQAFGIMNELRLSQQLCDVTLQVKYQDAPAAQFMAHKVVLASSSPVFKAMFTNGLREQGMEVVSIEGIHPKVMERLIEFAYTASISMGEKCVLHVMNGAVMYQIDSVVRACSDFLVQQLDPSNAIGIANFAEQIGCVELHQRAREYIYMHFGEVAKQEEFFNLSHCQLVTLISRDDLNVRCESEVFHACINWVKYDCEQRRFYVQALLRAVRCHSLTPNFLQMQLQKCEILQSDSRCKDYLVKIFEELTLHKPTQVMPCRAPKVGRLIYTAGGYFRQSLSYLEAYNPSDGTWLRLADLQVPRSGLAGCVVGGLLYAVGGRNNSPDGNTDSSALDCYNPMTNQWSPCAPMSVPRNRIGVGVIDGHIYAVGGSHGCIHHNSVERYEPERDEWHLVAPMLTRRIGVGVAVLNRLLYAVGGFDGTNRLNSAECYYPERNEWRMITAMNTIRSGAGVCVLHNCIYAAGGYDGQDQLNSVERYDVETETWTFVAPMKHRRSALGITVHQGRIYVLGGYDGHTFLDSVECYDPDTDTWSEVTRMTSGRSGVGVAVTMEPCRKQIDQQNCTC
* hit, by the source's call; . = no result given. Random draw from the library. Share with any hit: about 2.1%.

SMILES	SR-BI DiI inh	Arrestin-AP2 inh	PKA-R2B act	PvdQ acylase	DAGLB inhibitor	LANA DNA inh	NSD2 inh	SR-BI DiI-HDL act	Cardiac RTF inh	Keap1-Nrf2 PPI
CCCc1cc(=O)[nH]c(Nc2ccc(O)cc2)n1	-22.1	-2.9	-17.0	-3.8	-0.9	-2.7	-5.2	22.1	-2.3	3.7
Cc1noc(C)c1C(=O)Nc1c(F)cc(F)cc1Br	-3.5	0.2	-7.9	-13.8	-1.3	0.4	27.4	3.5	-5.9	-6.5
Cc1cccnc1NC(=O)c1ccc2c(c1)OCCO2	-5.8	31.1	3.0	7.6	-0.4	0.4	-1.9	5.8	-0.9	-2.7
FC(F)(F)c1ccccc1NC(=S)N1CCN(c2ncccn2)CC1	-5.2	2.9	2.3	-23.6	-4.8	0.2	-4.1	5.2	-0.6	-3.9
Cc1c(C(=O)N2CCC(C)CC2)sc2ncnc(N3CCN(c4ccccc4)CC3)c12	29.6	0.0	-6.9	-5.3	1.0	-0.2	2.0	-29.6	-5.0	2.8
CCN(Cc1ccccc1)C(=S)Nc1cc(C(=O)OC)ccc1C(=O)OC	35.0	2.0	-6.2	-10.1	-6.3	-0.3	0.3	-35.0	-5.5	-1.3
CC(C)(C)OC(=O)NCc1ccc(NC(=O)c2nc[nH]c2C(=O)N[C@@H](Cc2ccccc2)C(=O)OCc2ccccc2)cc1	-7.5	-0.7	5.2	-12.2	-4.5	0.3	.	7.5	8.3	-2.3
O=C(CCc1ccccc1)c1c(O)cc(O)cc1O	24.2	-1.3	-18.9	-16.2	11.1	2.5	.	-24.2	-3.7	-1.3
Cc1ccc(N2CC(C(=O)NCCC(C)C)CC2=O)cc1 (centres undefined)	-1.2	4.0	3.0	-14.9	1.1	1.1	12.1	1.2	2.7	-1.4
CCOc1ccc(CCNC(=O)c2ccc3nc(N4CCOCC4)sc3c2)cc1OCC	.	6.0	-0.3	-1.9	-1.3	-0.1	-1.6	.	4.8	-0.4
COc1ccccc1NS(=O)(=O)c1cc(NC(=O)c2sccc2C)ccc1N1CCOCC1	.	10.6	-1.2	8.0	0.3	0.4	2.0	.	15.9	-0.5
CC(C)CCC(CC(C)O)C(=O)NNC(=S)Nc1ccccc1 (centres undefined)	-2.3	-12.8	3.0	-14.1	6.8	-0.9	-0.1	2.3	-4.5	-6.8

Structures from the list above that contain four or more nitrogen atoms (3):
SMILES	SR-BI DiI inh	Arrestin-AP2 inh	PKA-R2B act	PvdQ acylase	DAGLB inhibitor	LANA DNA inh	NSD2 inh	SR-BI DiI-HDL act	Cardiac RTF inh	Keap1-Nrf2 PPI
FC(F)(F)c1ccccc1NC(=S)N1CCN(c2ncccn2)CC1	-5.2	2.9	2.3	-23.6	-4.8	0.2	-4.1	5.2	-0.6	-3.9
Cc1c(C(=O)N2CCC(C)CC2)sc2ncnc(N3CCN(c4ccccc4)CC3)c12	29.6	0.0	-6.9	-5.3	1.0	-0.2	2.0	-29.6	-5.0	2.8
CC(C)(C)OC(=O)NCc1ccc(NC(=O)c2nc[nH]c2C(=O)N[C@@H](Cc2ccccc2)C(=O)OCc2ccccc2)cc1	-7.5	-0.7	5.2	-12.2	-4.5	0.3	.	7.5	8.3	-2.3

(further entries)
SMILES	SR-BI DiI inh	Arrestin-AP2 inh	PKA-R2B act	PvdQ acylase	DAGLB inhibitor	LANA DNA inh	NSD2 inh	SR-BI DiI-HDL act	Cardiac RTF inh	Keap1-Nrf2 PPI
CC(=O)c1cccc(NC(=O)CN(c2cccc(F)c2)S(C)(=O)=O)c1	15.6	-4.4	-6.5	-6.1	-0.5	0.2	.	-15.6	-0.6	-1.9
CCc1ccc(NC(=O)Cn2cc([N+](=O)[O-])nc2C)cc1	-11.4	24.2	-7.4	5.3	-1.3	-1.4	-4.4	11.4	-6.5	1.1
O=C(O)CCCCn1c(SCc2cc(=O)n3cc(Cl)ccc3n2)nc2ccsc2c1=O	-32.2	.	7.1	1.1	1.5	0.2	-0.4	32.2	-2.3	8.9
C/C(=N\OC(=O)c1ccc(Cl)c(Cl)c1)c1sc(C)nc1C	3.8	-4.0	-3.3	-12.4	-9.3	-2.1	19.1	-3.8	-0.5	-9.2
Cc1cc(C)c(C(=O)COC(=O)CCNS(=O)(=O)c2c(Cl)cccc2Cl)cc1C	21.4	4.5	6.5	-3.7	-14.3	-1.3	17.9	-21.4	-13.5	-2.5
CC(C)c1c(O)nc(SCC(=O)Nc2ccc3c(c2)CCC3)[nH]c1=O	13.7	-8.1	-3.4	-16.4	-2.4	0.7	4.7	-13.7	-9.7	-3.9
Cc1ccc2sc(C)[n+](CCCS(=O)(=O)[O-])c2c1	-23.6	-3.6	9.1	9.8	-2.2	1.7	-0.3	23.6	-8.6	-5.3
COc1ccc(NC(=O)c2nc[nH]c2C(=O)N(C)Cc2ccccc2)cc1	17.6	-0.2	-15.8	-13.5	0.9	-0.4	.	-17.6	-1.8	-2.3
Cc1cc(Cl)ccc1OCC(=O)NCCCn1ccnc1	-0.4	-6.4	0.6	-16.7	1.9	-1.6	3.6	0.4	9.5	0.1
O=C1C(=O)N(O)C2CCCCC2N1O (centres undefined)	-2.8	6.0	-16.3	-3.2	-2.1	-1.6	-1.1	2.8	-4.9	-2.4
O=C(O)c1ccc(N=Nc2c(-c3ccccc3)[nH]oc2=O)cc1	-21.4	3.9	2.2	13.5	1.1	-1.2	4.9	21.4	-4.2	-7.1
O=C(NCCc1cccs1)C(c1ccccc1)c1ccccc1	5.4	4.8	-8.6	-11.1	-1.1	-0.2	-3.0	-5.4	-7.6	2.0
CC(=O)c1c(C)[nH]c(C(=O)OCc2cccc(Cl)c2)c1C	71.0*	2.0	-9.1	-4.9	-3.5	-1.3	.	-71.0	-2.6	3.0
COc1ccccc1OCCNC(=O)c1cccc(S(=O)(=O)N2CCN(C)CC2)c1	-14.6	-11.3	-4.1	-9.4	-1.1	-0.8	-0.4	14.6	-1.2	-3.7
Cc1ccc(C)c(OCC(=O)Nc2ccc(S(=O)(=O)Nc3ccccn3)cc2)c1C	14.3	33.1	-7.6	1.0	-0.3	-0.4	0.2	-14.3	13.0	-2.0
CCC1(CC(C)C)SC(N)=NC1=O (centres undefined)	-8.8	5.5	2.8	-13.8	3.2	-1.4	-0.4	8.8	-0.2	1.6
O=C(Oc1ccc(Cl)cc1)c1ccc2nccnc2c1	-20.3	-9.6	-5.2	-10.2	-3.4	-0.1	1.6	20.3	2.6	-3.5
COc1ccc(C(=O)N=c2sc3c(C)ccc(OC)c3n2C)cc1OC	.	11.2	4.8	4.8	0.5	-2.8	-2.6	.	-14.3	1.9
NC(=S)N=Nc1c(O)n(Cc2ccccc2)c2ccccc12	5.9	-3.3	-9.8	-14.4	5.5	-0.4	-3.7	-5.9	-0.3	1.9
COc1ccccc1N1CCN(C(=O)CSc2nc(-c3ccccc3)cc(=O)[nH]2)CC1	4.9	-1.5	2.3	-7.1	-1.2	-0.3	0.3	-4.9	-0.4	-1.4
COC(=O)CC/C(=N/Nc1ccc(Cl)c(Cl)c1)C(=O)OC	25.0	10.4	-14.2	3.8	-8.8	0.5	-0.4	-25.0	-2.3	1.1
Cc1cccc(CSc2ccc(-c3cccs3)nn2)c1	-56.4	-6.1	-3.0	-6.5	-13.0	1.3	-0.9	56.4	0.8	-4.4
CC(=O)N1CCN(C(=O)COc2ccc3oc4c(c3c2)CCCC4)CC1	49.6	4.2	-4.7	-17.3	1.8	0.2	-0.7	-49.6	-11.1	1.4
Cc1ccc(NC(=S)N2CCC(N(C)CC3CCCO3)CC2)cc1 (centres undefined)	-3.0	1.9	-1.5	-27.2	0.2	0.9	2.8	3.0	-6.1	-7.3
Cc1ccc2nc(NC(=O)C3CCN(S(=O)(=O)c4cccs4)CC3)sc2c1	22.6	-14.3	-3.0	-14.7	-1.5	-1.2	.	-22.6	0.2	-1.0
COc1ccc(C(NC(=O)CNC(C)=O)C(=O)Nc2ccc(C(C)C)cc2)cc1 (centres undefined)	-7.3	1.9	3.7	-12.2	-1.1	0.4	0.9	7.3	-0.2	-8.1
CCCCN(C(=O)C1CCCO1)c1c(N)n(CC(C)C)c(=O)[nH]c1=O (centres undefined)	-6.1	-2.1	4.7	-14.3	0.3	3.4	0.2	6.1	5.3	-2.8
CC(=O)c1cc2c(cc1N(C(=O)Cn1nnc3ccccc31)C(C(=O)NCCC(C)C)c1cccnc1)OCO2 (centres undefined)	16.6	12.8	.	-3.3	.	-0.3	1.6	-16.6	.	-3.9
COc1ccc(C2(C(=O)Nc3c(C)n(C)n(-c4ccccc4)c3=O)CCCC2)cc1OC	-8.8	5.0	-2.3	-16.7	0.0	-0.4	-5.7	8.8	-1.2	-4.0
CCOC(=O)N1CCC(N(CCN(C)C)C(=S)Nc2cccc(C)c2)CC1	19.3	-3.1	9.9	-13.4	0.6	0.2	1.6	-19.3	10.2	-5.5
CCC(=O)N1CCc2cc(S(=O)(=O)NC(Cc3ccccc3)C(=O)NC3CCCC3)ccc21 (centres undefined)	10.1	-0.4	2.1	-8.8	-1.8	-1.9	19.1	-10.1	-3.6	-5.8
N#Cc1ccc(C(=O)NNC(=O)c2ccncc2)cc1	8.7	2.3	0.7	-4.0	1.9	-0.8	-1.1	-8.7	-10.4	-5.5
COc1ccc(Cc2nnc(N/N=C(\C)c3ccccc3)[nH]c2=O)cc1OC	.	2.1	-7.8	-11.0	2.8	0.4	-16.5	.	-20.5	-2.7
Cc1ccc(S(=O)(=O)N2CCC(C(=O)N[C@@H](C)C(=O)NCc3ccco3)CC2)cc1	-30.7	5.5	-1.2	-4.3	1.4	-1.3	-1.5	30.7	0.4	-3.1
Cc1ccc(S(=O)(=O)c2cccc(S(=O)(=O)N3CCOCC3)c2)cc1S(=O)(=O)N1CCOCC1	61.5	0.7	-0.3	-7.8	-0.9	3.0	-2.1	-61.5	-15.1	-4.8
COc1ccc(-c2csc3ncnc(N4CCN(c5cccc(C)c5C)CC4)c23)cc1	10.5	19.3	-5.2	-2.7	-13.9	0.3	0.8	-10.5	4.2	-3.4
O=C(COC(=O)COc1ccccc1)NCc1ccc2c(c1)OCO2	-2.6	4.5	-1.9	-15.4	-0.9	-1.3	-1.3	2.6	1.2	-4.7
Cc1ccc(C(=O)OCC(=O)NC2CCCCC2)cc1S(=O)(=O)N1CCCCC1	30.5	-9.6	-2.8	-20.0	-0.2	-0.3	-2.2	-30.5	-4.9	-2.0
O=C(N[C@@H](c1ccccc1)[C@@H]1C[C@H]1C(=O)NCc1ccccn1)OCc1ccccc1	4.0	9.1	-15.2	-1.8	1.5	0.1	.	-4.0	-1.7	-0.8
COc1ccc(N(CC(=O)NCc2ccc(F)cc2)C(=O)c2snc(C(N)=O)c2N)cc1OC	-0.5	18.0	-1.5	-3.1	-0.1	-1.0	-2.1	0.5	0.7	0.1

High-throughput results deposited in PubChem BioAssay by several laboratories.
